PAFAH1B3 inh – PAFAH1B3 enzyme inhibitors, primary screen, biochemical, fluorescence polarization, human; Platelet-activating factor acetylhydrolase IB subunit alpha1 (Homo sapiens), Q15102; recombinant PAFAH1B3, FP-rhodamine probe; inhibition, % at 3.39 µM; 0.28% of 340,000 active; AID 492972, 2010;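 active = inhibition above the screen-wide average of all tested compounds plus 3 SD, cut at about 25% in these data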;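 note: 0% = enzyme with DMSO only and 100% = wells lacking PAFAH1B3 protein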
PREPL inhibitor – PREPL enzyme inhibitors, primary screen, biochemical, fluorescence polarization; 0.68% of 320,000 active; Prolyl endopeptidase-like (Homo sapiens), Q4J6C6; inhibition, % at 5.96 µM; recombinant PREPL, fluorescence polarization activity-based probe; in the data active = inhibition above about 43%;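 note: 0% = enzyme with DMSO and 100% = wells lacking enzyme; many of its hits are not listed in these tables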
Target sequence (Q4J6C6 whole entry, looked up): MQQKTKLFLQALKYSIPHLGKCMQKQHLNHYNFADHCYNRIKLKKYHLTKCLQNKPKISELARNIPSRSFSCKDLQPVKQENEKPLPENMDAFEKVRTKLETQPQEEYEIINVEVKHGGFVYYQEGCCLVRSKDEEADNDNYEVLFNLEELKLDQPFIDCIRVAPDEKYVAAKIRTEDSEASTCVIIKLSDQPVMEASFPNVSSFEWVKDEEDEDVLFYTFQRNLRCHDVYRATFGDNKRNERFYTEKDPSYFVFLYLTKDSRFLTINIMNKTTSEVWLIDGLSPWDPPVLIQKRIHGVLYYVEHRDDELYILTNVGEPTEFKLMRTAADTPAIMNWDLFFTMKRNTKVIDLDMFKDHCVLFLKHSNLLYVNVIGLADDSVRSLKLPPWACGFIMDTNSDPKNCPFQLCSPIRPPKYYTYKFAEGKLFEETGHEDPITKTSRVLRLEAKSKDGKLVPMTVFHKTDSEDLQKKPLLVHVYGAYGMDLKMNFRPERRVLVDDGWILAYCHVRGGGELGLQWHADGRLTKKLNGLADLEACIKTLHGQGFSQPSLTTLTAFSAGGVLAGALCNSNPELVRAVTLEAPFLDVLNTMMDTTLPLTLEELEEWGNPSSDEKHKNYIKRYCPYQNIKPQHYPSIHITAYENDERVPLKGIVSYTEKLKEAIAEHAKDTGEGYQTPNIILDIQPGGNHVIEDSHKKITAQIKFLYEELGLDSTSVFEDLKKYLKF
PAFAH2 FP inh – PAFAH2 enzyme inhibitors, primary screen, biochemical, fluorescence polarization, human; Platelet-activating factor acetylhydrolase 2, cytoplasmic (Homo sapiens), Q99487; recombinant PAFAH2, FP-rhodamine activity probe; inhibition, % at 3.39 µM; 0.99% of 340,000 active; AID 492956, 2010;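 active = inhibition above the mean over all tested compounds plus 3 SD, cut at about 30% in these data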;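 note: inhibitors block probe labeling of enzyme so polarization drops; 0% = enzyme with DMSO and 100% = wells lacking PAFAH2 protein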
EBNA-1 inh – EBNA-1 DNA-binding inhibitors, primary screen, biochemical, fluorescence polarization; inhibition, % at 14.8 µM; 0.34% of 300,000 active; AID 1950, 2009; in the data active = inhibition above about 28%
GSTO1 inh – inhibitors of recombinant GSTO1, primary screen, counter-screen for RBBP9 inhibitor project, biochemical, fluorescence polarization. activity-based probe fluorescence polarization. inhibition, % at 5.96 µM. 1.1% of 300,000 active;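 active = inhibition above the campaign mean inhibition plus 3 SD, cut at about 35% in these data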;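 note: 0% = GSTO1-1 with DMSO and 100% = wells lacking GSTO1-1 enzyme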
Target sequence (P78417 whole entry, looked up): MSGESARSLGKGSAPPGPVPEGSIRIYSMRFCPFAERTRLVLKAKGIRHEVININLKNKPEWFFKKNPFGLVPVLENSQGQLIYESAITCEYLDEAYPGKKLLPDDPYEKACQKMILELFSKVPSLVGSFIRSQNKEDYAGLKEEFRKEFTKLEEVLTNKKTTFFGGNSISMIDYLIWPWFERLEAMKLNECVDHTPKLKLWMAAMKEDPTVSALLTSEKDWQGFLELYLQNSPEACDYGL
LYPLA1 counter – LYPLA1 inhibitors, primary screen, counter-screen for PME1 inhibitor project, biochemical, fluorescence polarization, FP-Rh probe ABPP; AID 2174, 2009; 0.16% of 320,000 active; Acyl-protein thioesterase 1 (Homo sapiens), O75608; recombinant LYPLA1; inhibition, % at 5.9 µM;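 active = inhibition above the mean of all tested compounds plus 3 SD, set per campaign, cut at about 14% in these data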;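 note: inhibitors block serine hydrolase probe labeling of LYPLA1 so polarization falls; 0% = enzyme with DMSO and 100% = wells lacking LYPLA1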
PAD4 FP inh – human PAD4 inhibitors, primary screen, biochemical, fluorescence polarization, 1536-well format | Protein-arginine deiminase type-4 (Homo sapiens), Q9UM07 | recombinant PAD4, RCA probe fluorescence polarization | inhibition, % at 6.36 µM | 0.41% of 330,000 active | AID 485272, 2010;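 active = percent inhibition above a cutoff equal to the mean of all tested compounds plus 3 SD, cut at about 15% in these data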;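 note: 0% = PAD4 with RCA probe and DMSO and 100% = probe without PAD4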
ZTA DNA inh – ZTA (EBV) inhibition in EBNA-1 counter-screen | inhibition, % at 11 µM | ZTA-DNA binding, fluorescence polarization | 0.15% of 320,000 active | P03206 | AID 2234; in the data active = inhibition above about 33%
LYPLA2 inh – LYPLA2 inhibitors, primary screen, counter-screen for PME1 inhibitor project, biochemical, fluorescence polarization, FP-Rh probe ABPP; 0.38% of 320,000 active; inhibition, % at 5.9 µM; recombinant LYPLA2; AID 2177, 2009;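 active = inhibition above the screen-wide mean plus 3 SD, limit set per campaign, cut at about 26% in these data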;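 note: 0% = LYPLA2 with DMSO and 100% = wells lacking LYPLA2 enzyme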
An asterisk follows results filed as active; . = no result given. The list is partial (hit frequency here may not be typical).

item	Structure	PAFAH1B3 inh	PREPL inhibitor	PAFAH2 FP inh	EBNA-1 inh	GSTO1 inh	LYPLA1 counter	PAD4 FP inh	ZTA DNA inh	LYPLA2 inh
1	Cc1cccc(Nc2nc(N)nc(CCl)n2)c1C	.	-11	.	9	65*	-1	3	12	-4
2	Fc1ccc(NC(=S)Nc2cccnc2)cc1	4	7	2	4	4	1	-5	-11	5
3	COc1ccc2c(c1)cc(C(=O)O)n2C	0	0	2	-3	2	-1	1	0	3
4	O=C(COc1ccc(Cl)cc1Cl)Nc1ccc2nc3n(c(=O)c2c1)CCCC3	3	2	-2	-10	-5	-10	0	-3	-9
5	COc1cc(-c2nc3ccc4ccccc4c3c3c2CCC3)cc(OC)c1O	-5	31	7	10	-5	-3	0	1	-2
6	COC(=O)C1=C(C)NC(=S)NC1c1ccco1 (stereo unspecified)	8	14	-1	-1	-4	-2	2	-27	3
7	CCn1c(CN2CCN(Cc3ccc(C)cc3)C(CCO)C2)nc2ccccc21 (stereo unspecified)	3	-3	-2	6	-4	3	4	14	3
8	O=C(NC1CCCCCCC1)C1CCN(S(=O)(=O)N2CCC3(CC2)OCCO3)CC1	-3	5	5	-6	3	1	2	-37	9
9	CC1=NOC(=O)/C1=C\c1ccc(-c2cccc(Cl)c2)o1	8	18	31*	0	14	-1	1	3	3
10	COc1cnc(N(C)C)nc1Sc1cccc(Cl)c1	-3	6	4	4	10	0	-3	-20	9
11	CCOc1ccc(C2CC(c3c(O)c4ccccc4oc3=O)=NN2c2ccccc2)cc1OC (stereo unspecified)	4	30	2	5	-8	0	2	-1	-1
12	CCCCCOc1ccc(NS(C)(=O)=O)cc1	9	-5	7	-6	10	-2	4	6	-1
13	CCN(CC)S(=O)(=O)c1ccc(N2CCc3ccccc3C2)nc1	6	7	7	-3	5	-2	-1	-6	-1
14	CC(C)C(C)NC(=O)COc1ccc(Sc2ccc(OCC(=O)NC(C)C(C)C)cc2)cc1 (stereo unspecified)	3	-4	-6	4	1	-1	-2	-17	2
15	CCC1Oc2ccccc2N(CC(=O)NC2CC2)C1=O (stereo unspecified)	4	4	-7	-6	3	3	1	-27	2
16	O=C(CCCCC(=O)N1CCOCCOCCOCC1)OCc1ccccc1	0	10	6	-15	6	-2	1	11	4
17	COc1nc(NC(=O)c2ccc(F)cc2)nc(OC)c1-c1ccccc1	-10	15	2	1	0	-3	3	-17	-5
18	Nc1nc(Nc2ccccc2F)nc(NCc2ccco2)c1[N+](=O)[O-]	13	-21	5	7	-16	-3	-6	4	-8
19	COc1ccccc1NS(=O)(=O)NC(=O)c1c(C)[nH]c2ccccc12	4	-2	-5	8	5	2	-2	8	2
20	CC(C)COC(=O)c1ccc(NC(=O)C2C3CCC(C3)C2C(=O)O)cc1 (stereo unspecified)	-4	26	-9	-2	-6	4	-2	-16	5
21	O=C(c1cccs1)N(Cc1cccc(F)c1)C1CCS(=O)(=O)C1 (stereo unspecified)	2	-3	4	2	-1	2	0	-8	6
22	Cc1ccc(O)c(NC(=O)CCC2CCCCC2)c1	5	14	5	-5	6	-1	-3	13	4
23	COc1cc(C(=O)OCC(=O)N2CCCCC2C)ccc1OCc1c(C)noc1C (stereo unspecified)	1	-5	32*	7	1	1	-7	-9	1
24	Cc1sc2ncnc(Nc3ccccc3)c2c1C	5	-7	-14	4	-7	1	-2	-7	1
25	CCOc1ccccc1NC(=O)Nc1cnccn1	0	1	-4	-1	-1	-1	-7	4	4
26	CCOc1ccc(N(CC(=O)NC2CCCCCC2)S(=O)(=O)c2c(C)noc2C)cc1	8	-7	6	8	-2	-2	-6	-8	0
27	CC(C)c1ccc(NC2CCCN(C(=O)c3ccncc3)C2)cc1 (stereo unspecified)	3	10	8	5	11	-4	0	-19	0
28	COC(=O)C(Cc1ccc(O)cc1)NC(=O)CCc1nc2ccccc2s1 (stereo unspecified)	7	5	1	-14	-1	3	-6	-9	1
29	Nc1nnn(CC(=O)N/N=C/c2ccncc2)n1	.	-6	.	-7	-7	2	1	-2	-2
30	CCCCOC(=O)CSc1nc(N)c(C#N)c(-c2ccc(OCC)cc2)c1C#N	4	0	8	8	3	-2	0	3	-5

Continued.
item	Structure	PAFAH1B3 inh	PREPL inhibitor	PAFAH2 FP inh	EBNA-1 inh	GSTO1 inh	LYPLA1 counter	PAD4 FP inh	ZTA DNA inh	LYPLA2 inh
31	Cc1onc(-c2c(Cl)cccc2Cl)c1C(=O)N=C(N)N1CCOCC1	13	-5	6	-6	7	1	0	-2	-3
32	COc1ccc(-c2cc(C3CCN(c4ncccc4[N+](=O)[O-])CC3)[nH]n2)cc1	-1	-5	-11	-14	-1	-3	-3	-21	5
33	CSc1nc(-c2ccco2)cc(-c2ccccc2)c1C#N	-13	3	-12	-6	-1	-8	-3	-18	-9
34	CC(Nc1cc(N2CCOCC2)ccc1[N+](=O)[O-])c1ccccc1 (stereo unspecified)	14	-5	6	0	-2	0	0	-9	-6
35	Cc1c(NC(=O)c2nn3c(c2Br)NC(c2ccccc2)CC3C(F)(F)F)c(=O)n(-c2ccccc2)n1C (stereo unspecified)	8	9	3	-19	2	8	-2	-4	10
36	CCn1cc(C(=O)NC2CC(C)(C)Cc3c2cnn3-c2cccc(F)c2)cn1 (stereo unspecified)	-1	6	0	-6	4	-1	2	5	-1
37	O=C1CC(C(=O)N2CCN(c3ccccc3Cl)CC2)CN1Cc1ccccc1 (stereo unspecified)	-1	37	4	.	.	-2	-1	-18	7
38	O=C(N/N=C\C=C\c1ccc2c(c1)OCO2)C1COc2ccccc2O1 (stereo unspecified)	6	-1	0	-4	2	-4	-2	5	1
39	Cc1ccc(OC(=O)N2CCOCC2)cc1	-7	9	1	-4	2	-4	7	-13	-4
40	O=C(C1CCCN(Cc2ccc([N+](=O)[O-])cc2)C1)N1CCCCC1 (stereo unspecified)	4	-7	0	12	9	-3	4	5	2
41	Cn1nnnc1SC(C(=O)Nc1ccc(F)cc1)c1ccccc1 (stereo unspecified)	11	-31	4	11	10	2	0	10	2
42	CC12CC3CC(C)(C1)CC(C(O)CN1CCOCC1)(C3)C2 (stereo unspecified)	15	-12	5	-11	4	-1	0	12	-8
43	CSCCC(NS(=O)(=O)c1ccc(C)cc1)C(=O)NCCc1c[nH]c2ccccc12 (stereo unspecified)	2	-10	8	2	1	2	-3	-10	-2
44	CCOC(=O)c1ccc(NNC(C)=O)c([N+](=O)[O-])c1	8	-3	-4	-3	5	0	-2	-4	0
45	O=c1[nH]c(O)c(/C=C2\C=Nc3ccc(Br)cc32)[nH]1	14	40	1	0	2	36*	-4	-3	8
46	CCc1ccc(Nc2ncc3c(n2)CC(c2ccc(OC)cc2)CC3=O)cc1 (stereo unspecified)	-2	-2	-5	18	1	-5	-5	5	-2
47	O=C(O)CCNC(=O)/C(=C/C=C/c1ccccc1)NC(=O)c1ccccc1	2	3	0	-12	-1	1	0	-10	-3
48	COc1cccc(NC(=O)CCc2nc(-c3cccs3)no2)c1	-2	-12	5	3	6	0	-6	-24	4
49	Cc1ccc(S(=O)(=O)n2c([N+](=O)[O-])cnc2C)c(C)c1C	3	-3	-7	-4	7	0	1	7	-1
50	CCOC(=O)C(C)S(=O)(=O)c1ccc(C(F)(F)F)cn1 (stereo unspecified)	4	-1	-5	2	0	0	-6	5	1
51	CCc1ccc(Nc2ccc(S(=O)(=O)N3CCOCC3)cc2[N+](=O)[O-])cc1	7	28	5	-5	2	7	-5	-3	15
52	CCC(=O)NCCCNc1nc2c(C)cccc2cc1C#N	1	7	-2	-1	6	-4	1	-11	3
53	CCCC(=O)Nc1ccc(C(=O)NNC(=S)NC(=O)c2cccs2)cc1	6	-2	-7	3	-4	1	-3	9	3
54	CC(C)Cc1nnc(NC(=O)CCC(=O)N2CCN(c3ccc(Cl)cc3)CC2)s1	4	35	6	10	-6	5	1	-8	12
55	O=C(Cc1ccccc1Cl)NNC(=O)Nc1ccccc1	7	7	-6	0	8	0	1	-9	7
56	CCCCC(=O)Nc1ccc(C(=O)NNC(=O)c2ccccc2Br)cc1	-2	0	-2	-3	5	3	4	5	-1
57	CC1(C)NC(C(=O)O)Cc2c1[nH]c1ccccc21 (stereo unspecified)	5	-3	-3	3	-2	-1	-1	4	2
58	C[C@H]1CN([C@@H](C)CO)C(=O)c2cccc(NC(=O)C3CC3)c2O[C@H]1CN(C)S(=O)(=O)c1ccccc1	0	7	7	.	.	.	2	.	.
59	CN(C)c1nc(N)c(C(=O)N=C(N)N)nc1Cl	4	-4	-1	-3	4	-2	-4	-1	-3
60	Cc1nn2c(-c3ccncc3)nnc2c2ccccc12	3	6	4	1	2	1	-3	4	3
61	CC(C)n1c(=N)c(C(=O)NCCc2ccccc2)cc2c(=O)n3ccccc3nc21	7	40	7	5	8	1	2	1	-1
62	CCOc1ccccc1C(=O)NCC(=O)NCC(c1ccco1)N1CCCCC1 (stereo unspecified)	-6	14	9	-10	11	0	-7	-13	-3

3 entries out of the list, sorted by count of non-hydrogen atoms, descending.
item	Structure	PAFAH1B3 inh	PREPL inhibitor	PAFAH2 FP inh	EBNA-1 inh	GSTO1 inh	LYPLA1 counter	PAD4 FP inh	ZTA DNA inh	LYPLA2 inh
56	CCCCC(=O)Nc1ccc(C(=O)NNC(=O)c2ccccc2Br)cc1	-2	0	-2	-3	5	3	4	5	-1
15	CCC1Oc2ccccc2N(CC(=O)NC2CC2)C1=O (stereo unspecified)	4	4	-7	-6	3	3	1	-27	2
6	COC(=O)C1=C(C)NC(=S)NC1c1ccco1 (stereo unspecified)	8	14	-1	-1	-4	-2	2	-27	3
